Screening results: PubChem BioAssay, several laboratories
SRC3 inh – inhibits human SRC3 coactivator | inhibition, % at 3.6 µM | 360,000 compounds, 0.17% hits | Q9Y6Q9 | HEK293 GAL4-SRC3 luciferase reporter, luminescence;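 active = inhibition above a per-campaign cutoff, the mean of all compounds plus 3 SD, cut at about 60% in these data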;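 also: 0% = DMSO-treated cells and 100% = gossypol-treated cells at 36 µM; higher means less SRC3-driven luciferase light from the GAL4 reporter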
EBV LMP1 NFkB – inhibitors of Epstein-Barr LMP1-induced NF-kappaB reporter; inhibition, % at 12.5 µM; LMP1-induced NF-kappaB luciferase reporter cells, luminescence; 350,000 compounds, 0.69% hits; in the data active = inhibition above about 41%;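 also: 0% = neutral control wells and 100% = reference inhibitor control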
NCOA1 inh – inhibitors of human steroid receptor coactivator 1 (SRC1). Q15788. HEK293 GAL4-SRC1 luciferase reporter, luminescence. inhibition, % at 3.6 µM. 360,000 compounds, 0.12% hits;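 active = inhibition above the campaign mean plus 3 SD, with each screening campaign given its own cutoff, cut at about 60% in these data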;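 also: 0% = DMSO treated cells and 100% = gossypol at 36 µM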
COUP-TFII inh – inhibitors of human COUP-TFII (NR2F2); inhibition, % at 8.6 µM; P24468; HEK293T NGFI-A luciferase reporter, luminescence; 370,000 compounds, 0.7% hits;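 active = inhibition above a per-plate cutoff, mean inhibition of test wells between control levels plus 3 SD, cut at about 38% in these data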;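 also: cells cotransfected with COUP-TFII expression vector driving the NGFI-A reporter; 0% = median of COUP-TF2 test wells and 100% = reporter-only cells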
Target sequence (P24468 whole entry, looked up): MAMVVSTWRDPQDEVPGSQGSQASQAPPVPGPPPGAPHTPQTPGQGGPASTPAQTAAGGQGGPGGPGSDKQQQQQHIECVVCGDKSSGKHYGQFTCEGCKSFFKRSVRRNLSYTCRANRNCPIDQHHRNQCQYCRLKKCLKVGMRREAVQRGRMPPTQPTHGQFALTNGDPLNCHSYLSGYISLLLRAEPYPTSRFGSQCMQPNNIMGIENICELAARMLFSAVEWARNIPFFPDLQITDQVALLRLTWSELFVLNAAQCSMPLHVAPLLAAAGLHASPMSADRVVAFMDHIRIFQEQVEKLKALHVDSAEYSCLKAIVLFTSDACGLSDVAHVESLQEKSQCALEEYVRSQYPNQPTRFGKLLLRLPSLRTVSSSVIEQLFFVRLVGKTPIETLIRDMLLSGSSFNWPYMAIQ
SRC2 inh – inhibits human steroid receptor coactivator 2; HEK293 GAL4-SRC2 luciferase reporter, luminescence; Q15596; inhibition, % at 9 µM; 370,000 compounds, 0.17% hits;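 active = inhibition above the mean inhibition of all tested compounds plus 3 SD, set per campaign, cut at about 52% in these data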;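 also: 0% = DMSO treated cells and 100% = cells given Gossypol at 36 µM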
KKLEB cytotox – reduces viability of KKLEB cystic fibrosis airway cells; KKLEB CF airway cells viability, ATPlite luminescence, overnight; stronger effect = lower value; cells stimulated with P. aeruginosa culture filtrate; activity change (cytotoxicity), % at 5 µM; 360,000 compounds, 0.36% hits;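 active = corrected activity change at or below -50% at 5 µM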
CF NFkB block – cystic fibrosis NF-kB activation inhibition. KKLEB NF-kB-GFP reporter, PAF-induced, GFP fluorescence overnight. inhibition, % at 5 µM. AID 588850. 360,000 compounds, 0.86% hits;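 active = at least 50% inhibition at 5 µM, scaled per plate between neutral and stimulator controls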;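 also: PAF is a Pseudomonas aeruginosa culture filtrate used as stimulus; plate controls were PAF-stimulated DMSO wells for no effect and unstimulated DMSO wells for full effect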
TRAIL sens C8 – caspase-8 TRAIL sensitization; NB7+C8 cells + TRAIL, ATPlite viability luminescence; inhibition (viability loss, TRAIL sensitization), % at 10 µM; 360,000 compounds, 1% hits;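 active = compounds causing at least 50% loss of cell viability in the single-dose screen, relative to plate controls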
LRH-1 inv ag – NR5A2 inverse agonism in reporter assay | O00482 | HEK293T StAR-luciferase reporter, LRH-1 transfected, 24 h | inhibition, % at 3.6 µM | 360,000 compounds, 0.13% hits | AID 602396;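 active = inhibition above the mean inhibition of all tested compounds plus 3 SD, cut at about 73% in these data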;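 also: 0% = DMSO wells and 100% = reporter-only cells lacking LRH-1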
Target sequence (O00482 whole entry, looked up): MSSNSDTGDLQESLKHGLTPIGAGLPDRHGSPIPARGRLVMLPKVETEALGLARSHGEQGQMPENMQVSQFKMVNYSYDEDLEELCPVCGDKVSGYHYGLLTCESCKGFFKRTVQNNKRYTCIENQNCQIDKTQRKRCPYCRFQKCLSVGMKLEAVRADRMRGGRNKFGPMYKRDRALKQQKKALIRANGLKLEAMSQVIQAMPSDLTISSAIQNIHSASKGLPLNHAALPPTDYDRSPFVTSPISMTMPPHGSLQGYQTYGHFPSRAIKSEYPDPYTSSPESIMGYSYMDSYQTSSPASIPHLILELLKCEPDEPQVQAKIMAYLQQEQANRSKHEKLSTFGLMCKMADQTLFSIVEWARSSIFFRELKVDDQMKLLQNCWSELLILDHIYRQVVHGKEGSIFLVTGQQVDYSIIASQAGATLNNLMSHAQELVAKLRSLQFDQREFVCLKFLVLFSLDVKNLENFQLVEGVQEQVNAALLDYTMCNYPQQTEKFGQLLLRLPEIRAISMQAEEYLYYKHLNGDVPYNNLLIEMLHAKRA
TROY NFkB inh – TROY signaling inhibition. AID 1347056. inhibition, % at 10 µM. 360,000 compounds, 0.98% hits. Q293 LMP1-TROYcd NF-kB luciferase reporter, 4 h;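 active = compounds whose plate-normalised and pattern-corrected inhibition of the luciferase reporter signal at the single screening dose is 50% or more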
TWEAK Fn14 block – blocks TWEAK-Fn14 interaction in a reporter cell assay | inhibition, % at 10 µM | TWEAK-stimulated Fn14 reporter cells, luciferase luminescence, 8 h | 360,000 compounds, 2% hits | AID 1159606; in the data active = inhibition above about 50%
* marks the source's active call; other numbers are inactive results; / = not tested or not shown.

The line under a structure holds: TRAIL sens C8	SRC2 inh	KKLEB cytotox	EBV LMP1 NFkB	SRC3 inh	COUP-TFII inh	LRH-1 inv ag	CF NFkB block	TROY NFkB inh	TWEAK Fn14 block	NCOA1 inh
Fc1ccc(COc2ccccc2CNc2nn[nH]n2)cc1
  2.0	-7.8	1.6	0.7	6.1	7.6	-10.7	5.7	11.4	-10.8	12.7
COc1ccc(-c2c(C)cc3oc(=O)cc(-c4ccccc4)c3c2C)cc1OC
  -1.8	-5.3	-12.1	0.7	-4.3	-10.2	-17.6	29.8	1.8	-10.1	0.1
OC(c1ccccn1)C1CCN(Cc2nc(C(c3ccccc3)c3ccccc3)no2)CC1 (centres undefined)
  0.5	-9.5	1.8	-8.3	14.8	-3.4	-10.8	-0.9	14.6	-15.4	-11.6
COc1cc(/C=C/c2cc(C(=O)O)c3ccccc3n2)cc(OC)c1O
  -1.3	4.6	-1.9	1.1	-2.1	9.1	-0.6	3.3	-3.9	-8.1	0.8
COc1ccc(C(C)=O)cc1COc1ccc(Cl)c(C)c1
  7.3	-6.2	-1.9	-1.8	-2.3	-23.9	3.0	-1.6	1.4	10.9	1.5
Cc1ccc2cc(CN(CCCN3CCOCC3)C(=O)NC3CCCCC3)c(=O)[nH]c2c1C
  4.2	-35.9	-16.8	3.1	0.4	8.4	-11.2	0.6	-25.9	-9.7	-6.7
O=C(Nc1cccc(NC(=O)c2ccc(-c3ccc(Br)cc3)o2)c1)c1ccco1
  25.5	-1.2	-4.2	-33.2	-16.4	-33.3	-24.1	-10.9	-24.0	44.7	-20.5
COC(C[C@@H](O)CC(=O)COCc1ccccc1)OC
  -7.7	-4.4	-2.2	11.7	-14.2	-9.0	18.5	2.8	-1.7	-0.2	-6.8
COC(=O)[C@H](Cc1ccccc1)NC(=O)NC(C)CCc1ccccc1 (some centres undefined)
  5.9	-31.2	-8.6	-2.7	-19.6	5.1	-4.5	-14.2	3.9	-13.5	0.5
Cc1cc(C)n2nc(C(=O)Nc3cccc(S(=O)(=O)N(C)c4ccccc4)c3)nc2n1
  6.2	-1.4	-6.0	0.8	2.9	8.3	0.4	-5.2	6.4	-11.7	4.0
CC1(c2ccccc2Br)NC(=O)N(CC(=O)Nc2ccc(S(N)(=O)=O)cc2)C1=O (centres undefined)
  12.6	-6.8	4.4	-7.2	-30.2	7.6	-0.9	9.4	2.0	12.2	-18.6
CCOc1ccc(NC(=O)CN(C)C(=O)c2cccnc2Sc2ccc(Cl)cc2)cc1OCC
  -4.6	-25.2	-23.2	8.0	24.3	10.2	-2.8	28.9	0.7	-2.4	-0.1
Cc1ccc(NC(=O)CSc2n[nH]c(-c3ccco3)n2)cc1
  -2.6	-3.9	4.6	-3.7	14.8	-1.0	13.7	-2.7	0.5	-5.3	2.9
CCOC(=O)C1(CCOc2ccccc2)CCN(Cc2ccc(OC)cc2)CC1
  13.1	24.3	-13.8	18.6	25.4	26.2	21.8	8.7	13.7	2.9	12.0
COc1cc(SC)ccc1C(=O)Nc1cccc(S(=O)(=O)NC2=NCCCCC2)c1
  12.6	-1.3	17.5	1.3	5.0	15.8	0.0	-34.4	-8.5	-0.8	-0.7
CCCCc1cc(=O)oc2c(C)c(OCC(=O)N3CCC(C(=O)O)(c4ccccc4)CC3)ccc12
  -4.2	16.8	-4.5	-2.0	1.4	-4.0	12.8	8.4	-9.4	-15.1	7.9
O=C(CCCN1C(=O)/C(=C\c2ccco2)SC1=S)Nc1cccc2ccccc12
  11.3	8.1	-22.3	3.9	-2.6	-7.1	15.9	15.5	26.0	25.2	-6.0
COc1ccccc1-c1noc2c1C(=O)N(Cc1cn(C3CCCC3)nn1)CC2
  -0.3	8.2	/	/	/	5.2	-6.5	/	-2.0	11.9	/
COc1ccc(C(=O)CSc2nnc(CNC(=O)c3ccc(OC)cc3)n2C)cc1
  -8.8	-8.6	16.1	6.2	1.6	12.2	-8.6	-4.0	-7.2	-8.2	-4.5
O=C(O)C1[C@H]2C(=O)N(Cc3cccs3)C[C@]23C=C[C@H]1O3 (some centres undefined)
  -4.7	9.2	-0.4	-2.3	-2.4	-11.9	-3.2	-7.0	13.6	6.0	12.9
COc1ccccc1N1CCN(C(=O)c2cc(-c3ccc(Cl)c(Cl)c3)on2)CC1
  6.9	-5.2	-11.4	-3.2	1.4	-5.4	0.2	-5.6	-7.3	-14.7	-5.1
C=CCn1c(-c2sc3nc(C)cc(C)c3c2N)n[nH]c1=S
  18.2	9.8	-4.5	/	5.7	12.4	6.1	-3.6	-40.1	-2.1	11.0
O=c1c(Cl)c(N2CCN(c3ccccc3)CC2)cnn1C12CC3CC(CC(C3)C1)C2
  5.2	-4.7	12.6	0.1	0.3	11.2	10.3	-21.6	-3.2	7.0	5.5
O=C(NCc1ccco1)/C(=C\c1ccco1)NC(=O)c1ccccc1Cl
  0.7	15.7	-10.8	2.4	-19.5	-19.5	-2.9	-12.8	-1.7	23.8	9.3
COC(=O)c1ccc2c(=O)n(-c3ccccc3)c(SCN3C(=O)c4ccccc4C3=O)nc2c1
  2.1	-15.8	-9.6	4.3	9.0	-3.4	2.0	11.7	-0.2	0.1	-11.5
Cc1ccc(NC(=O)CC2S/C(=N/c3nccs3)N(C)C2=O)cc1C (centres undefined)
  13.6	-0.4	-1.3	3.8	1.9	-7.3	7.0	-8.1	-3.9	8.3	3.9
Cc1nn(-c2cccc(Cl)c2)nc1C(=O)Nc1cccc(C(=O)NC2CC2)c1
  18.8	-26.9	-5.5	4.3	-3.0	-7.0	5.3	4.3	40.4	36.3	3.7
COc1cccc(CNC[C@H]2O[C@@H](n3cnc(C(N)=O)n3)[C@H](O)[C@@H]2O)c1OCc1ccc(F)cc1Cl
  2.1	-17.3	10.8	-1.5	2.2	-3.8	3.1	-8.7	-3.6	4.6	2.8
Cc1ccc(N/C=C/C(=O)c2ccco2)c(O)c1
  38.7	-83.2	1.9	-35.2	-87.6	-14.8	-103.3	-16.1	-35.2	95.0*	-102.0
O=C(Nc1ccccc1)c1ccc(CN2CCC(Cc3ccccc3)CC2)cc1
  2.7	27.2	-5.1	7.6	14.9	14.5	27.0	-3.5	31.0	12.4	6.1

Reprinted at random: two compounds from above
The line under a structure holds: TRAIL sens C8	SRC2 inh	KKLEB cytotox	EBV LMP1 NFkB	SRC3 inh	COUP-TFII inh	LRH-1 inv ag	CF NFkB block	TROY NFkB inh	TWEAK Fn14 block	NCOA1 inh
COC(=O)[C@H](Cc1ccccc1)NC(=O)NC(C)CCc1ccccc1 (some centres undefined)
  5.9	-31.2	-8.6	-2.7	-19.6	5.1	-4.5	-14.2	3.9	-13.5	0.5
CCCCc1cc(=O)oc2c(C)c(OCC(=O)N3CCC(C(=O)O)(c4ccccc4)CC3)ccc12
  -4.2	16.8	-4.5	-2.0	1.4	-4.0	12.8	8.4	-9.4	-15.1	7.9

(more compounds)
The line under a structure holds: TRAIL sens C8	SRC2 inh	KKLEB cytotox	EBV LMP1 NFkB	SRC3 inh	COUP-TFII inh	LRH-1 inv ag	CF NFkB block	TROY NFkB inh	TWEAK Fn14 block	NCOA1 inh
O=S(=O)(Nc1ccccc1C(F)(F)F)c1ccc(-c2ccccn2)s1
  -37.2	6.2	-6.6	6.3	-4.2	8.0	12.3	-2.3	18.7	-8.0	-3.3
COc1ccc(NC(=O)CN(C)S(=O)(=O)c2cccc3nsnc23)cc1OC
  -0.1	3.6	12.4	2.6	11.2	11.2	13.8	-11.8	8.3	12.5	-5.2
NS(=O)(=O)c1ccc(CCNC(=O)NC2CCCCC2)cc1
  -28.4	21.8	10.1	-4.1	21.7	11.3	6.2	-1.9	4.0	1.2	14.7
COc1ccccc1OCCC(=O)OCC(=O)Nc1cccc(Br)c1
  18.4	-1.7	-19.3	-12.1	13.5	-15.1	-3.6	4.5	-1.0	9.2	-7.7
Cc1nc2ncnn2c(Nc2ccc3c(c2)OCCO3)c1C
  16.0	2.0	-13.0	10.1	-38.3	-1.4	-15.9	18.1	10.5	-3.9	-10.3
Nc1c(C(=O)NCc2ccc3c(c2)OCO3)nnn1Cc1cccc(F)c1
  11.6	-17.5	-4.0	0.7	-4.1	19.0	10.3	11.0	-9.9	0.9	13.7
C/C(=N\NC(=O)c1ccccc1C)c1ccc(NC(=O)c2cccs2)cc1
  -6.0	-27.2	3.1	-6.8	-88.1	-18.2	-108.6	-0.4	-40.9	-3.9	-81.0
COc1ccc(-c2oc3ccccc3c2C#CC(C)(C)O)cc1
  20.6	-18.6	1.1	-8.8	2.5	-14.1	-2.5	24.6	-20.7	-6.4	6.8
O=C(COC(=O)C1CCN(/C=C/C(=O)C(F)(F)F)CC1)Nc1cccc(F)c1
  5.3	3.7	22.6	-6.7	20.1	4.8	0.4	-4.1	-12.4	-0.1	-21.5
COc1ccc(N2C(=O)CSC2c2ccc3c(c2)OCO3)cc1 (centres undefined)
  14.1	-5.8	-3.0	0.2	12.7	-4.5	9.8	2.6	-7.9	-16.5	1.7
Cc1ccc(C)c(S(=O)(=O)Nc2ccc3oc(C)c(C(=O)O)c3c2)c1
  -12.2	1.3	7.0	4.8	6.9	11.4	-12.7	4.7	-26.5	0.7	-0.6
O=C(O)Cn1cc(C(=O)c2ccco2)c2ccccc21
  -7.4	-49.5	-12.2	2.7	-6.9	-9.6	10.1	4.0	9.3	8.0	4.0
Cn1c(=O)c2c(nc(N3CCCCC3)n2CCSc2nc3ccccc3s2)n(C)c1=O
  4.8	6.6	-10.9	-1.2	12.5	16.8	-9.1	-3.6	-12.3	-5.6	9.4
CC1CC(C)CN(S(=O)(=O)c2ccc(NC(=O)C3CC(=O)N(Cc4ccccc4)C3)cc2)C1 (centres undefined)
  0.1	-5.6	-11.2	-6.7	8.3	-6.6	-14.5	9.2	-0.3	9.3	-9.0
COc1ccccc1C1C2CCCCC2(O)CCN1CC(=O)Nc1ccccc1 (centres undefined)
  -15.4	/	-7.1	-34.6	-1.0	/	-24.9	0.8	-12.1	1.1	-3.2
COC(=O)NCC(c1ccco1)N1CCN(c2ccccc2)CC1 (centres undefined)
  -1.4	2.4	0.2	1.2	5.8	10.2	-6.5	-31.7	-0.5	2.1	-5.4
Cc1ccc(C)n1CCN1CCN(CC(=O)Nc2ccc(S(N)(=O)=O)cc2)CC1
  -3.2	14.0	2.5	-4.6	14.2	-0.4	13.4	13.5	12.0	-8.4	-10.0
COc1ccc(-c2noc(C3CCCN(C(=O)c4ccccc4OC)C3)n2)cc1 (centres undefined)
  7.0	16.9	-1.6	8.3	-8.0	-2.8	8.8	2.3	-1.0	-8.7	1.1
COC(=O)CCC(=O)c1oc2ccc(OC)cc2c1N
  16.7	-13.9	-10.4	-9.7	-90.6	-25.6	-66.7	17.7	12.4	-17.1	-89.3
Cc1ccc2cn[nH]c2c1NC(=S)NC(=O)c1ccccc1
  -11.9	-5.7	-10.3	-8.7	-6.7	13.5	-7.5	17.6	-20.6	17.4	3.8
COc1ccccc1NC(=O)Nc1ccnn1C1CCN(C(=O)c2cccnc2)CC1
  -16.7	-14.2	-17.9	-15.8	17.1	9.4	-1.0	-3.1	-3.8	-3.1	-6.1
CC(=O)c1ccc(C(=O)N2CCCC(C(=O)c3ccc(Cl)cc3)C2)s1 (centres undefined)
  -5.9	7.0	-22.4	2.0	11.6	2.0	-14.8	0.6	4.9	-19.5	-1.8
CSc1ccccc1C(=O)OCC(=O)N1CCCC1=O
  1.2	-15.1	9.0	2.4	10.2	-17.9	13.4	-16.3	-9.1	5.7	-4.2
